Screening data from PubChem.
14-3-3g Raf – modulators of human 14-3-3 gamma - Raf peptide interaction. FP, 14-3-3gamma / TMR-pS259-Raf peptide binding. P61981. 0.19% of 160,000 active. inhibition, % at 40 µM. AID 422; in the data active means inhibition above about 30%;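 further: 0% = protein plus tracer without compound and 100% = blank with tracer alone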
Target sequence (P61981 whole entry, looked up): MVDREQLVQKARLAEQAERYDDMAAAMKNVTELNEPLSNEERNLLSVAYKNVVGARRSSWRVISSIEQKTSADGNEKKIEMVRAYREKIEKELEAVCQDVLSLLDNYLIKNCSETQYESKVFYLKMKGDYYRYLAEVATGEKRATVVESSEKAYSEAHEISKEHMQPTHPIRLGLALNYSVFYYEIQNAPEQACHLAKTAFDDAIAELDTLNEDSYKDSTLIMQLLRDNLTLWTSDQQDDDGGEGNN
An asterisk follows results filed as active; & = joins results of further samples. Some of the compounds tested. The share of hits here may be higher or lower than overall.

Structure	14-3-3g Raf
COc1cccc(C(=O)Nc2cc(-c3nc4ccc(C)cc4o3)ccc2Cl)c1	-12
Nn1c(SC/C=C/c2ccccc2)nnc1-c1ccncc1	-7
O=C(CN1N=C(c2ccccc2)CCC1=O)NC1CC1	-1
COCc1cc(=O)[nH]c(Nc2nc3ccc(C)cc3o2)n1	-17
COc1nc(Nc2ccc3c(c2)OCO3)nc(OC)n1	-4
Cc1ccccc1NC(=O)c1sc2nc(-c3ccncc3)ccc2c1N	-12
CC(C)C(=O)Nc1ccc(-c2nc3cccnc3o2)cc1	4
CC1CCCC2(C1)Oc1ccccc1C1CC(c3ccccc3)=NN12 (centres undefined)	-1
Cc1cc(O)cc(O)c1-c1n[nH]c(C)c1Oc1ccccc1	-3
CCSCCOC(=O)C1=C(C)NC(=S)NC1c1cc(OC)ccc1OC (centres undefined)	-3
O=C(C1=C(O)C(=O)N(CCc2ccccc2)C1c1ccccc1Cl)c1cccs1 (centres undefined)	1
COc1ccc(CNC(=O)CN2CCN(Cc3cccc(C)c3)C2=O)cc1	-9

Further entries:
Structure	14-3-3g Raf
Cc1ccc(C2CC(C(F)(F)F)n3nc(C(=O)NCc4ccco4)cc3N2)cc1 (centres undefined)	-4
Cc1c(C(=O)O)oc2c1C(O)CCC2 (centres undefined)	-12
COC(=O)C1=CNC=C(C(=O)OC)C1c1ccc(C)cc1	4
CN(Cc1ccccc1)C(=O)CSc1nc2ccc(N3CCOCC3)cc2c(=O)n1Cc1ccccc1	-18
CCN(CC)CCN(C)c1ccc(N2C(=O)C3CC=CCC3C2=O)cc1[N+](=O)[O-] (centres undefined)	-3
Cc1cc(Cl)ccc1OCCCC(=O)Nc1cccc2ccccc12	-33
COc1ccc(-c2coc3c2c(C)cc2oc(=O)c4c(c23)CCC4)cc1F	-11
CC(C)CCNC(=O)c1ccc2c(c1)N(Cc1cccc(F)c1)C(=O)c1ccccc1S2	-65
O=C(Nc1cccnc1)c1ccc2c(c1)C(=O)N(Cc1cccnc1)C2=O	-6
CCN(CC)C(=O)CSc1nnc([C@@H](N)Cc2ccccc2)o1	-7
CC(NC(=O)c1cc2nc(-c3ccccc3)cc(-c3ccccc3)n2n1)c1ccccc1 (centres undefined)	-6
CCn1cnc2sc(C(=O)Nc3ccc(C)cc3Br)c(C)c2c1=O	-20

Further structures:
Structure	14-3-3g Raf
O=C(NCCN1CCOCC1)c1nn2c(C(F)(F)F)cc(-c3ccccc3)nc2c1Cl	2
Cc1ccc(Cl)cc1N1CCN(C(=O)c2ccc(Cn3c(=S)[nH]c4ccc(N5CCOCC5)cc4c3=O)cc2)CC1	-1
COc1ccc(-c2ccc(CCC(=O)O)n2-c2cc(OC)ccc2OC)cc1	-27
CCOC(=O)C1CCN(c2nc(-c3ccc(OC)c(OC)c3)nc3ccccc23)CC1	-3
CC(=O)c1ccccc1NS(=O)(=O)c1c(C)nn(-c2ccccc2)c1C	-8
CCOc1ccc(N2C(=O)CC(SCC(=O)Nc3ccc(Cl)cc3)C2=O)cc1 (centres undefined)	4
Cc1ccc(-c2nnc(Nc3ccc(S(N)(=O)=O)cc3)c3ccccc23)cc1S(N)(=O)=O	-14
CC(C)OC(=O)CCC1(C(=O)O)CCC(=O)NC1 (centres undefined)	-4
COc1ccc(N(CCC(N)=O)C(C)=O)cc1	2
Cc1ccc(C)c(NC(=O)CCCC(=O)Nc2cc(C)ccc2C)c1	-39
O=[N+]([O-])c1ccc(N2CCN(S(=O)(=O)c3ccc(Br)cc3)CC2)cc1NCc1cccnc1	-19
O=C1CCCc2oc3c(Br)cc(NS(=O)(=O)c4ccc(Br)cc4)cc3c21	-8

Continued.
Structure	14-3-3g Raf
O=C(CNCC1CCCO1)Nc1ccc(N2CCCCCC2)cc1 (centres undefined)	2
COc1ccc(-n2ncc3c(N4CCC(C(N)=O)CC4)ncnc32)cc1	18
O=[N+]([O-])c1ccc(N2CCN(S(=O)(=O)c3ccc(Cl)cc3)CC2)cc1NCc1cccnc1	-18
O=C1CC(c2ccccc2)CC2=C1C(c1cc3c(cc1[N+](=O)[O-])OCO3)Nc1ccccc1N2 (centres undefined)	0
Cc1cccc(N(C)S(=O)(=O)c2ccc3c(c2)CCC(=O)N3)c1	-22
COc1ccc(Cl)cc1C(=O)Nc1ccc(-c2nc3ncccc3o2)cc1	1
COc1cc2[nH]c(=S)n(Cc3ccc4c(c3)OCO4)c(=O)c2cc1OC	2
Cc1cccc(C)c1OCC(=O)Nc1cccc(-c2nc3ccccc3c(=O)o2)c1	-19
O=C(CCS(=O)(=O)Cc1ccccc1F)NCCCN1CCCCC1	-6
CCn1cnc2sc(C(=O)Nc3ccc(Cl)cn3)c(C)c2c1=O	-4
O=C1CSC(c2ccccc2[N+](=O)[O-])N1c1ccc2ccccc2c1 (centres undefined)	-2
CCC(CC)c1nc(NCCC(=O)O)c2ccccc2n1	-2

Random excerpt: 4 records from the list, in no set order.
Structure	14-3-3g Raf
COc1cc2[nH]c(=S)n(Cc3ccc4c(c3)OCO4)c(=O)c2cc1OC	2
Cc1cccc(C)c1OCC(=O)Nc1cccc(-c2nc3ccccc3c(=O)o2)c1	-19
COc1ccc(Cl)cc1C(=O)Nc1ccc(-c2nc3ncccc3o2)cc1	1
O=C1CSC(c2ccccc2[N+](=O)[O-])N1c1ccc2ccccc2c1 (centres undefined)	-2

Next part
Structure	14-3-3g Raf
CC(CC(=O)c1ccccc1)=Nc1ccccc1	-5
CCCCCn1c(SC(C)C(=O)OC)nc2c1c(=O)[nH]c(=O)n2C (centres undefined)	2
Cc1ccnc(SCCn2c(N3CC(C)CC(C)C3)nc3c2c(=O)n(C)c(=O)n3C)n1 (centres undefined)	6
COc1ccc(Cc2nnc(NC(=O)c3c(-c4ccccc4)noc3C)s2)cc1	-1
CCCCC(c1nnnn1Cc1ccco1)N1CCN(C(=O)c2ccco2)CC1 (centres undefined)	-1
O=C(Nc1ccccc1)Nc1ccccc1	3
CCOc1ccc(OCC(=O)N2CCOCC2)cc1	1
Cc1ccccc1-c1nc2cc(N=Cc3cc(Cl)ccc3O)ccc2o1	-112
COc1ccccc1N1CCN(c2cc(=O)n(-c3ccccc3Cl)c(=O)[nH]2)CC1	-1
COc1ccc(N=Cc2cn(-c3ccccc3)nc2-c2cc3ccccc3o2)cc1	-2
COc1ccc(CCN2C(=NC(=O)CCC(=O)O)SC3CS(=O)(=O)CC32)cc1OC (centres undefined)	-2
Cc1ccc(NCc2nnc(SCC(=O)c3ccccc3)o2)c(C)c1	-6

(listing goes on)
Structure	14-3-3g Raf
CCCc1cc2c(=O)c(-c3ccc4c(c3)OCCO4)c(C(F)(F)F)oc2cc1O	10
COc1ccc(C2=NN3C(C2)c2cccc(OC)c2OC32CCCCC2)cc1OC (centres undefined)	-29
O=C(Cn1c(=O)sc2ccccc21)NCC1COc2ccccc2O1 (centres undefined)	-1
COc1ccc(OC)c(CNC(=O)c2cc(=O)[nH]c3ccccc23)c1	4
CC(C)n1c(NCc2ccccc2)nc2c1c(=O)[nH]c(=O)n2C	15
COC(=O)C1=C(C)N(C)C(C)=C(C(=O)OC)C1c1cc(Br)ccc1OC	-12
CCC(=O)N1CCc2cc(S(=O)(=O)CCC(=O)O)ccc21	-4&1
COc1ccc(C2C(C(=O)N(C)Cc3ccccc3)c3ccccc3C(=O)N2c2ccc(OC)cc2)cc1 (centres undefined)	0
CN(C)c1ccc(C2C3=C(Nc4ncnn42)c2ccccc2OC3c2ccc(Br)cc2)cc1 (centres undefined)	-13
O=C(Nc1nc(-c2cccs2)c(C(=O)C(F)(F)F)s1)c1ccc(F)cc1	-9
CC1CCCCN1CCNC(=O)C1CCN(S(=O)(=O)N2CCCCC2)CC1 (centres undefined)	-3&-13
O=C(CCc1ccccc1)n1nc(-c2ccccc2)nc1NCc1ccco1	-4

Next compounds follow.
Structure	14-3-3g Raf
CC1=CC(C)(C)N(S(=O)(=O)c2ccc(C)cc2)c2cc(C)ccc21	6
CCOc1ccc(Nc2ccc3noc4c3c2C(=O)c2ccccc2-4)cc1	-132
Oc1ccc(Cl)cc1C=Nc1ccc(OCC(F)(F)C(F)F)cc1	10
Cc1ccccc1OCc1nc(C#N)c(N2CCC(Cc3ccccc3)CC2)o1	-3
O=C(CCCN1C(=O)c2cccnc2C1=O)NC(c1ccccc1)c1ccccc1	-12
CC(C)Cc1ccc(S(=O)(=O)N2CCCc3ccccc32)cc1	0
CCOC(=O)c1ccc(NC(=O)C2CCCO2)cc1 (centres undefined)	-9
CCCS(=O)(=O)N1CCCC(C(=O)NCCc2cccc(C)c2)C1 (centres undefined)	2
Cc1ccc(S(=O)(=O)N2CCC(C(=O)NCc3ccc4c(c3)OCO4)CC2)cc1	-4
CCOC(=O)N1CCN(C(=O)CSCC(=O)Nc2nc(-c3ccc(Cl)s3)cs2)CC1	-6
COc1ccc(OC)c(-c2cc(C(F)(F)F)c3c(N)c(C(=O)c4ccc5c(c4)OCCO5)sc3n2)c1	1
Cn1c(=O)c2c(nc(CN3CCC(C(N)=O)CC3)n2Cc2c(F)cccc2Cl)n(C)c1=O	-11

Other structures follow:
Structure	14-3-3g Raf
Cc1ccc(C(=O)CC2(O)C(=O)N(Cc3ccccc3)c3ccccc32)cc1 (centres undefined)	-2
CCOc1ccc(-c2ncnn2-c2ccc(C)c(Cl)c2)cc1	-1
C[C@H](NC(=O)NCCc1ccccc1)C(=O)O	-1
COc1ccc(S(=O)(=O)NC(CC(=O)N2CCc3ccccc32)C(C)C)cc1 (centres undefined)	2
COc1ccc(-c2nc3n(n2)C(c2cccnc2)C(C(N)=O)=C(C)N3)cc1 (centres undefined)	0
CC(C)(C)c1ccccc1OCC(=O)NCc1ccco1	8
CC1(C(=O)n2cnc3ccccc32)CC1(Cl)Cl (centres undefined)	-1
CC(CN1CCN(C)CC1)OC(=O)c1ccc(Br)cc1 (centres undefined)	3
C=CCn1c(SCC(=O)OCC)nc2sc3c(c2c1=O)CCC3	-10
CCC(=O)N1CCc2cc(Br)cc(S(=O)(=O)Nc3ccc(C)cc3Cl)c21	0
Nc1cc(-c2ccco2)no1	-4
NC(=O)c1ccc(NC(=O)CSc2nc3ccccc3[nH]2)cc1	-3

(cont.)
Structure	14-3-3g Raf
CC(=O)Nc1ccc(S(=O)(=O)NC(CC(=O)NCCC2=CCCCC2)C(C)C)cc1 (centres undefined)	3
CC(C)CCNC(=O)c1cc(-c2ccccn2)nc2ccccc12	-6
CCOCCn1cnc2sc(C(=O)N3CCCc4ccccc43)c(C)c2c1=O	4
O=C(Nc1ccc(-c2nc3ncccc3o2)cc1)c1ccc(-c2cccc([N+](=O)[O-])c2)o1	-1
CCCCOc1ccc(C(=O)Oc2ccc(-c3cnc4ccccc4n3)cc2)cc1	-5
Cc1ccc(-c2c(C(=O)Nc3ccc(S(=O)(=O)NC(=O)c4ccccc4)cc3)oc(=O)c3ccccc23)cc1	-8
CC(=O)c1ccc(NC(=O)C23CC4CC(C2)CC(C(=O)Nc2ccc(C(C)=O)cc2)(C4)C3)cc1	-2
O=c1[nH]c2cc(Cl)ccc2n1-c1ccccc1	-83
O=c1c2cccc3c2c(nn1CCN1CCCCC1)-c1ccccc1-3	-19
COc1cc(C(=S)N2CCCCC2)cc(OC)c1OC(=O)c1cccc2ccccc12	0
O=C(O)c1ccc(-n2c(C=Cc3cccc([N+](=O)[O-])c3)nc3ccccc3c2=O)cc1	-1
CCSc1nnc2c(n1)OC(c1ccc(C(=O)O)cc1)N(C(=O)CC)c1ccccc1-2 (centres undefined)	-13

(cont.)
Structure	14-3-3g Raf
CCCCN(C(=O)NC(=O)NC(C)(C)C)S(C)(=O)=O	-2
COc1cccc(C2C(N3C(=O)c4ccccc4C3=O)C(=O)N2c2cccc(C(F)(F)F)c2)c1 (centres undefined)	-49
O=C(Cn1c(=S)[nH]c2ncccc2c1=O)NC1CCCCC1	-11
COc1ccccc1NC(=O)C1Cc2ccccc2CN1S(=O)(=O)c1ccc(F)cc1 (centres undefined)	0
COc1ccc(C2C(=O)N(C3CCCCCC3)CC(=O)N2CCC2=CCCCC2)cc1 (centres undefined)	7
Cc1ccc(NC(=O)c2c(NC(=O)Cc3ccccc3)sc3c2CCC3)cc1	-24
CCc1ccccc1N(C)C(=O)C1CC(=O)N(c2ccc(OC)cc2)C1c1ccc(OC)cc1 (centres undefined)	-1
CCC(=O)N(Cc1cc2c(C)ccc(C)c2[nH]c1=O)C1CCCCC1	-1
CCOC(=O)c1cnc2c(C(F)(F)F)cccc2c1NCCc1ccccc1	1
C/C(=N\O)C(C)/[N+]([O-])=C/c1nc(C)c(C)n1O (centres undefined)	-5
Cc1c(-c2ccc(OCc3ccccc3)cc2)nc2ccccc2c1C(=O)O	1
Cc1ccc(C)c(-n2c(Cc3cc(=O)[nH]c(=O)[nH]3)nnc2SC(C)C)c1	2

Going on with the list.
Structure	14-3-3g Raf
COc1cccc(CNC(=O)C2c3ccccc3C(=O)N(C)C2c2cn(C)c3ccccc23)c1 (centres undefined)	-1
Cc1csc(NC(=O)C2CCCN(S(=O)(=O)c3cccc4nonc34)C2)n1 (centres undefined)	-9
O=C(NCCCN1CCCC1=O)c1ccc2c(=O)n(-c3ccccc3)c(=S)[nH]c2c1	-6
O=C(Nc1c2c(nn1-c1ccc([N+](=O)[O-])cc1)CS(=O)(=O)C2)c1cccc(C(F)(F)F)c1	1
Cc1nc(N(C)Cc2ccccc2)c2cc(C)sc2n1	4

6 entries already listed, sorted by number of heavy atoms, largest number first:
Structure	14-3-3g Raf
COc1cccc(CNC(=O)C2c3ccccc3C(=O)N(C)C2c2cn(C)c3ccccc23)c1 (centres undefined)	-1
O=C(NCCCN1CCCC1=O)c1ccc2c(=O)n(-c3ccccc3)c(=S)[nH]c2c1	-6
CCOC(=O)c1cnc2c(C(F)(F)F)cccc2c1NCCc1ccccc1	1
Cc1ccc(C)c(-n2c(Cc3cc(=O)[nH]c(=O)[nH]3)nnc2SC(C)C)c1	2
Cc1nc(N(C)Cc2ccccc2)c2cc(C)sc2n1	4
C/C(=N\O)C(C)/[N+]([O-])=C/c1nc(C)c(C)n1O (centres undefined)	-5
